HCV inh: inhibitors of hepatitis C virus infection; hit rate 3.4% among 340,000; Huh7.5.1 HCVcc-Cre infection, luciferase reporter, 44 h; Potency, µM (top dose mostly 41.8 µM), for inactives: at the top dose activity change, negative = inhibition, most hits filed as inhibitors; also: potency is read from the fitted curve at half-maximal effect; % is scaled to controls: 0 for no effect and ±100 for the full control effect
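Reporter virus HCVcc-Cre (~0.5 moi) infects cells exposed to compound; seeding density 1,000 cells/well with 4 h settling beforehand. Luminescence, 15 sec read, taken 44 h post-infection following a 15 min RT substrate incubation.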
TbPYK inhibitor: blocks Trypanosoma brucei pyruvate kinase; Q57TT1; TbPYK enzyme, Kinase-Glo Plus ATP luminescence, 45 min; Potency, µM (highest dose often 76.8 µM), for inactives: at the highest dose activity, negative = inhibition, most hits filed as inhibitors; hit rate 0.12% among 410,000; AID 624173; also: potency is read from the fitted curve at half-maximal effect; % is scaled to controls: 0 for no effect and ±100 for the full control effect; nearly all actives have a fitted effect of over 50% in size
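Glycolytic pyruvate kinase of T. brucei was incubated with substrate, test compound and 130 uM ADP for 45 minutes at room temperature. Luminescent Kinase-Glo Plus signal was measured after 10 minutes.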
CHX counter: counter-screen for Shiga toxin inhibitors: cycloheximide protein synthesis inhibition | cell reporter, cycloheximide protein synthesis inhibition counterscreen | max response, % | hit rate 12% among 300,000; in the data active = max response mostly above about 13%, no sharp cut-off; inactive = mostly below about 14%; also: read at 38.3 µM for the half of the compounds with a filed dose; 0% is about no effect
Pf growth 96h: inhibits malaria parasite growth, 96 h | P. falciparum luciferase reporter growth, 96 h | Potency, µM (top dose mostly 28.7 µM), without a hit: at the top dose activity change, negative = inhibition, most hits filed as inhibitors | hit rate 6.9% among 320,000 | AID 504834; also: potency is read from the fitted curve at half-maximal effect; % is scaled to controls: 0 for no effect and ±100 for the full control effect
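96 h incubation, 37 C, 5% CO2, of luciferase-reporter P. falciparum-infected RBCs (2% hematocrit, 0.05% parasitemia final) with test compounds; endpoint luminescence.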
LmPK inh: LmPK (Leishmania mexicana) enzyme inhibition | Potency, µM (series often up to 57.5 µM), for inactives: at the top dose activity change, negative = inhibition, actives largely listed as inhibitors | AID 1721 | hit rate 0.37% among 290,000 | purified LmPK, Kinase-Glo ATP luminescence, 1 h | Q27686; also: potency is read from the fitted curve at half-maximal effect; % is scaled to controls: 0 for no effect and ±100 for the full control effect
Target sequence (Q27686 whole entry, looked up): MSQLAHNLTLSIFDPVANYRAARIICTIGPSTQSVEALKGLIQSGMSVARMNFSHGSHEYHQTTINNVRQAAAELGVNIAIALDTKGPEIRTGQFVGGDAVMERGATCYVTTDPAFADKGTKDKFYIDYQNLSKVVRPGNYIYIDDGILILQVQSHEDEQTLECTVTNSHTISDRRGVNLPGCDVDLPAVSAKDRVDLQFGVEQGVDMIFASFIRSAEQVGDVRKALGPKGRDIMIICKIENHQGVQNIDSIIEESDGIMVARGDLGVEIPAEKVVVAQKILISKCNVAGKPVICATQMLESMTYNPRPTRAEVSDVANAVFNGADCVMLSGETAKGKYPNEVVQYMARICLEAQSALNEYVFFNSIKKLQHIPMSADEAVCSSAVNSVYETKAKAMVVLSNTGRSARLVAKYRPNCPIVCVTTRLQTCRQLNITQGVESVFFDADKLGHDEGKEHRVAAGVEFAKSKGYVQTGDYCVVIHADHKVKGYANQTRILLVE
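Pyruvate kinase activity monitored as ATP production (luciferase luminescence). Conditions: 0.1 nM enzyme, 0.5 mM PEP, 0.1 mM ADP, 1 h, RT; normalized against uninhibited and no-enzyme wells.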
Pf growth 48h: inhibits P. falciparum growth in the first generation, 48 h. P. falciparum luciferase growth in erythrocytes, 48 h. Potency, µM (highest dose often 28.7 µM), for inactives: at the highest dose activity change, negative = inhibition, hits mostly inhibitors. hit rate 5.9% among 310,000; also: potency is read from the fitted curve at half-maximal effect; % is scaled to controls: 0 for no effect and ±100 for the full control effect
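Here the parasites carry a stable luciferase gene and grow inside erythrocytes in Albumax-based RPMI medium with compound for one erythrocytic cycle. Activity is scored as loss of luminescent signal.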
Shiga inhibitor: Shiga toxin inhibition; Vero cells, Shiga toxin protein synthesis inhibition reporter; inhibition, % at 38.7 µM; hit rate 9.2% among 290,000; in the data active = inhibition mostly above about 28%, no sharp cut-off; inactive = mostly below about 43%; also: 0% is about no effect
Numbers without * were called inactive; ? = inconclusive; / = no result given; [ ] = remark or other dose. Unless noted, calls follow the shape of the dose curve; as a rule, active = well fitted curve in the direction sought with a large enough effect; inconclusive = small, poorly fitted or top-dose-only effect, or another doubt; inactive = no such curve, though single readings can be large; an effect the other way counts as inactive or inconclusive.

SMILES	HCV inh	TbPYK inhibitor	CHX counter	Pf growth 96h	LmPK inh	Pf growth 48h	Shiga inhibitor
CCCc1cc2c(=O)c(-c3ccc4c(c3)OCCO4)coc2cc1OS(C)(=O)=O	10µM*	-5.2%	56.0*	?	-1.7%	91.5%[activator]	44.7*
COC(=O)c1nc2ccccc2s1	2.5%	-0.1%	8.7	-24.3%	-2.8%	25.5%	-1.9
CCOc1cc(C(=O)Nc2cc(C)on2)cc(OCC)c1OCC	?	-0.7%	-1.4	/	3.5%	?	-12.9
CC(C)Oc1ccc(-c2cc(C(=O)NCCN3CCOCC3)c3ccccc3n2)cc1	10µM*	-20.7%	29.6*	31.4%[activator]	-1.0%	2.33µM*	61.1
O=C(CCNC(=O)c1ccccc1Cl)Nc1cc(S(=O)(=O)N2CCOCC2)ccc1N1CCCC1	?	1.7%	-3.9	-3.7%	8.4%	-14.1%	3.9
COc1ccc(OCC(=O)Nc2cccc(S(=O)(=O)N(C)c3ccccc3)c2)c([N+](=O)[O-])c1	-9.7%	1.1%	/	-7.1%	/	-12.9%	/
COc1ccc(/C=C(/NC(=O)c2ccccc2Cl)C(=O)NCCCC(=O)O)cc1	-4.8%	1.1%	-1.8	-0.2%	-0.1%	3.6%	-7.4
CCOC(=O)c1cc(-c2ccccc2)sc1NC(=O)C(C)Sc1nnc(N)s1 (configuration not stated)	?	-4.2%	14.0	?	2.1%	?	26.2
CC(C)NS(=O)(=O)c1ccc(NC(=O)C(C)OC(=O)CCC2CCCCC2)cc1 (configuration not stated)	4.3%	0.7%	/	22.7%	/	?	/
CSc1nccn1CC(=O)Nc1ccc(F)cc1	22.9%	2.9%	1.2	-29.9%	-8.0%	30.6%[activator]	2.5
CC(O)C(=O)N/N=C/c1ccccc1C(=O)O (configuration not stated)	3.1%	4.3%	10.1	45.3%[activator]	-0.7%	99.8%[activator]	10.8
Cc1cc(C)cc(N2C(=O)CN(Cc3sccc3C)C2=S)c1	4.5%	0.4%	-2.6	?	1.1%	9.28µM*	2.3
CCCC1C2C(=O)N(c3cccc(C)c3)C(=O)C2ON1c1ccccc1 (configuration not stated)	9.1%	-0.4%	-1.4	-21.7%	0.1%	-14.7%	4.8
COC(=O)C1=C(CSc2nccn2C)NC(=O)NC1c1cc(C)ccc1C (configuration not stated)	6.1%	0.5%	-3.8	-15.1%	0.8%	/	-12.9
COc1ccc(C(=O)OC/C(O)=C(\C#N)c2nc3ccccc3[nH]2)cc1S(=O)(=O)N1CCOCC1	13.5%	-4.4%	-1.3	-6.2%	1.2%	14.5%	21.0
CCC(C)/C(C)=N/NC(=O)CNS(=O)(=O)c1ccc([N+](=O)[O-])cc1 (configuration not stated)	-14.1%	-0.1%	3.1	?	12.0%	?	-16.1
COc1cc(OC)cc(C(=O)N2CCN(Cc3ccccc3Br)CC2)c1	2.2%	-10.8%	-2.3	2.9%	-3.9%	-0.4%	-3.1
O=C(Nc1ccc(Cl)cc1)ON=C1CCCC1	0.9%	6.0%	40.3*	?	-2.2%	11.7µM*	56.3*
Cc1csc(SCC(=O)Nc2ccc(Cl)cn2)n1	?	-3.9%	9.9	-25.7%	-1.5%	-9.4%	23.8
O=C(Cc1ccccc1[N+](=O)[O-])OCN1C(=O)c2ccccc2C1=O	12.9%	-11.0%	17.8*	12.1%	-8.9%	1.7%	29.9
Cc1cc(C)cc(SCc2noc(C(=O)NC(C)C)c2C(=O)NC(C)C)c1	7.8%	-3.5%	5.1	-4.7%	2.1%	?	5.3
O=c1c2c(ncn2C2CCCC2)n(Cc2ccccc2)c(=O)n1CCOc1ccc(Br)cc1	?	-6.2%	1.3	13.1µM*	0.4%	13.1µM*	-4.8
CCN(CC)S(=O)(=O)c1cccc(N=Nc2c(O)c3ccccc3oc2=O)c1	-24.0%	2.5%	1.6	9.4%	6.7%	17.1%	16.0
CCNC(=O)CC1C(=O)N(c2cccc(OC)c2)C(=O)N1CCOC (configuration not stated)	19.5%	-1.2%	-0.6	/	-3.5%	1.6%	-2.1
S=C(NCC1CCCO1)Nc1ccc(Cl)cc1Cl (configuration not stated)	5.9%	-18.7%	46.2*	?	-2.5%	76.8%[activator]	143.5*

Further structures:
SMILES	HCV inh	TbPYK inhibitor	CHX counter	Pf growth 96h	LmPK inh	Pf growth 48h	Shiga inhibitor
COc1ccc(OC)c(S(=O)(=O)N2CCC(C(=O)Nc3cccc(C)c3C)CC2)c1	-20.0%	6.4%	0.7	/	6.7%	?	-12.6
O=C(CCc1ccc(S(=O)(=O)NCCc2ccccc2)cc1)Nc1ccc2c(c1)OCO2	?	-1.0%	1.4	/	2.3%	?	12.9
N#Cc1nc(-c2ccccc2)oc1N1CCN(C(=O)c2ccco2)CC1	1.3%	-8.6%	5.8	?	-3.5%	-4.4%	-7.9
COc1ccc(CNC(=O)C(C)Sc2nc3ccccc3c(=O)n2CCCN2CCOCC2)cc1 (configuration not stated)	-10.7%	-3.2%	-0.6	?	0.0%	?	-4.2
COc1ccccc1-n1c(CCn2nc(C)c(Br)c2C)n[nH]c1=S	12.9%	3.55µM*	-1.3	-42.5%	?	-20.8%	-1.8
CCOc1ccc(S(=O)(=O)N/N=C2/CC(c3ccccc3)Oc3ccccc32)cc1 (configuration not stated)	-8.1%	-6.7%	29.7*	?	0.7%	/	32.4
CC(=O)Oc1ccc(-c2csc(Nc3ccc(Cl)cn3)n2)cc1	11.2µM*	1.8%	41.7*	10.7%	-2.1%	-3.5%	39.3*
Cc1ccc(S(=O)(=O)N2CCN(C(=O)c3cc4c(s3)CCCC4)CC2)c(C)c1	?	-8.9%	/	?	/	?	/
COc1ccc(/C(C)=N/OCC(=O)N=Nc2c(O)[nH]c3ccc(Br)cc23)cc1	?	-2.3%	-1.5	19.0%	1.6%	9.2%	-12.0
COc1cc2[nH]c(-c3cccc(F)c3)cc(=O)c2cc1OC	-6.3%[8.37 µM]	-6.3%	-2.6	?	1.3%	?	-14.3
CC(=O)N(C)C1=C(N2CCOCC2)C(=O)c2ccccc2C1=O	0.562µM*	-1.6%	-0.9	0.294µM*	-17.4%	2.08µM*	-4.8
O=C(CN1c2ccccc2Sc2ccccc21)N/N=C/c1ccc(Cl)cc1	?	1.1%	-0.9	?	1.2%	?	-14.2
CC(C)CC1NC(=O)N(Cc2nc3ccccc3s2)C1=O (configuration not stated)	25.5%	-0.3%	-1.5	17.6%	4.8%	9.3%	22.0
O=C(Nc1cccc2ncccc12)c1cc(Br)ccc1Cl	-7.2%	1.3%	1.3	?	-4.8%	-10.1%	-5.0
Cc1ccc(-c2ccc(/C=C3\SC(N4CCOCC4)=NC3=O)o2)cc1	12.6µM*	-10.3%	7.4	6.2%	0.9%[11.5 µM]	?	21.8
CCP(=O)(c1ccccc1)C(C)(C)O (configuration not stated)	13.6%	-7.4%	6.0	-25.9%	3.3%	15.1%	-9.0
O=C(Nc1ccc(Br)cc1)c1cccc(N2C(=O)C3C4C=CC(C4)C3C2=O)c1 (configuration not stated)	/	-1.8%	10.4	?	-0.8%	-23.7%	20.1
COc1ccc(C(=O)C2CCCN(Cc3ccc4c(c3)OCCO4)C2)cc1F (configuration not stated)	-1.7%	-5.5%	-1.9	44.3%	3.0%	13.3%	2.0
CC(C)c1ccc2oc(=O)cc(CN3CCN(Cc4ccccc4)CC3)c2c1	?	-9.0%	-1.8	?	-1.9%	?	-3.1
CN1CCN(c2ccccc2NC(=O)c2ccc(-c3ccc(Cl)c(Cl)c3)o2)CC1	2.0%	4.7%	11.8	6.6%	-8.2%	1.0%	-13.2
CCOC(=O)C1CCN(C(=O)c2cccc(N3C(=O)NC4CC3(C)Oc3ccc(C)cc34)c2)CC1 (configuration not stated)	-11.2%	-3.4%	-2.6	?	-12.1%	?	-12.7
O=C(Cn1cc2c(n1)CCCCC2)Nc1ccccc1Cl	8.6%	-14.9%	11.5*	?	-3.2%	?	20.6
Cc1c(Br)ccc(NC(=O)c2ccccc2[N+](=O)[O-])c1C	0.5%	-9.8%	2.6	1.1%	2.0%	-38.6%[5.75 µM]	8.2
CCCc1cc(=O)[nH]c2nnc(SCC(=O)Nc3nccs3)n12	14.0%	6.9%	/	?	/	?	/
Cc1cc2cccc(C)c2nc1SCC(=O)NCC1CCCO1 (configuration not stated)	-4.8%	-2.3%	8.0	?	4.8%	-6.8%	30.3

Further results.
SMILES	HCV inh	TbPYK inhibitor	CHX counter	Pf growth 96h	LmPK inh	Pf growth 48h	Shiga inhibitor
O=C(OCCCN=C1NS(=O)(=O)c2ccccc21)c1ccccc1F	-7.9%	-17.6%	-4.9	-6.4%	-2.1%	-6.1%	10.8
Cc1ccc(S(=O)(=O)NCC2CCC(C(=O)NCc3ccccn3)CC2)cc1 (configuration not stated)	12.4%	-4.7%	-1.4	-12.6%	5.1%	-3.5%	-4.6
CC(=O)N[C@@H](CC(=O)O)C(=O)O	0.0%	-2.2%	/	20.7%	/	-2.6%	/
CSc1ccc(CN(C)CC(=O)Nc2ccccc2C(=O)NC2CC2)cc1	?	2.4%	/	?	/	?	/
CN(CCc1ccccn1)C(=O)CCC1CCCN(C(=O)CN2CCCCCC2)C1 (configuration not stated)	2.5%	1.2%	1.2	74.3%[activator]	-1.8%	-11.2%	-5.2
CC1SC(c2cccc(Cl)c2)NC1=O (configuration not stated)	9.1%	-10.8%	0.4	/	-1.1%	3.2%	-3.4
Cc1nnc(SCC(=O)c2ccc([N+](=O)[O-])cc2)s1	-12.1%	6.9%	8.4	?	3.4%	-5.2%	3.3
O=C(Nc1ccon1)c1ccc(Br)s1	-5.5%	3.0%	24.5*	-3.3%	-7.3%	21.0%	57.5*
Cc1ccc2c(c1)c1c3n2CCN(CCC(=O)O)C3CCC1 (configuration not stated)	23.9%	-18.9%	-2.7	-25.8%	0.7%	28.1%	-7.8
Cn1c(SCc2cccc(Br)c2)nc2c1c(=O)[nH]c(=O)n2C	9.8%	-7.8%	-0.9	-19.6%	6.0%	-1.4%	/
O=c1c(-c2ccccc2)c(O)cc(-c2ccncc2)n1-c1ccc(Cl)cc1	10.1%	2.9%	-1.5	6.0%	0.1%	-14.9%	-9.3
Cc1ccc(C(=O)NN2CCOCC2)cc1[N+](=O)[O-]	11.2%	-5.4%	1.3	-26.3%	-6.8%	12.0%	-32.5

Complete entries from above. Order of values: HCV inh, TbPYK inhibitor, CHX counter, Pf growth 96h, LmPK inh, Pf growth 48h, Shiga inhibitor
Results for O=C(CCc1ccc(S(=O)(=O)NCCc2ccccc2)cc1)Nc1ccc2c(c1)OCO2 = ?, -1.0%, 1.4, /, 2.3%, ?, 12.9
Results for O=C(CCNC(=O)c1ccccc1Cl)Nc1cc(S(=O)(=O)N2CCOCC2)ccc1N1CCCC1 = ?, 1.7%, -3.9, -3.7%, 8.4%, -14.1%, 3.9
Results for COc1cc(OC)cc(C(=O)N2CCN(Cc3ccccc3Br)CC2)c1 = 2.2%, -10.8%, -2.3, 2.9%, -3.9%, -0.4%, -3.1

Quoted at random: 2 records from the list
SMILES	HCV inh	TbPYK inhibitor	CHX counter	Pf growth 96h	LmPK inh	Pf growth 48h	Shiga inhibitor
Cc1ccc(C(=O)NN2CCOCC2)cc1[N+](=O)[O-]	11.2%	-5.4%	1.3	-26.3%	-6.8%	12.0%	-32.5
CSc1ccc(CN(C)CC(=O)Nc2ccccc2C(=O)NC2CC2)cc1	?	2.4%	/	?	/	?	/

High-throughput results as filed in PubChem BioAssay.
